# West Nile virus CPE: West Nile virus antiviral activity, cell-based, CPE readout (AID 1621). CPE inhibition, % at 10 µM, or IC50 in µM where a hit was titrated. 0.02% of 290,000 active. West Nile virus-infected cells, CPE inhibition; higher % means a stronger effect; in the data active = a potency from the dose series; inconclusive = CPE inhibition mostly from about 3.7% at the one dose, without a potency; inactive = the rest, 99 in 100 with CPE inhibition below about 2.2%; also: strong numbers were not always called active
# CSM14.1 death rescue: rescue of cells from ER stress-induced death, primary screen, 384-well, CSM14.1, thapsigargin, ATP luminescence (AID 1222). CSM14.1 thapsigargin-induced death rescue, ATP luminescence; higher % means a stronger effect. cellular ATP content (survival), % at 20 µM, or EC50 in µM where a hit was titrated. 190,000 tested, under 10 active;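 active = EC50 below 50 µM in the dose-response confirmation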;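 also: death triggered by thapsigargin at about 15 µM added after 2 h compound pretreatment; cell ATP read after overnight thapsigargin exposure of roughly 18 to 22 hours; normalized against plate controls of thapsigargin alone and 5% DMSO vehicle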
# Dengue-2 NS5 capping: Dengue-2 NS5 methyltransferase inhibitors, primary screen, biochemical, confirmation dose response (AID 588689); Dengue-2 NS5 methyltransferase capping enzyme assay, biochemical; higher % means a stronger effect; inhibition, % at 25 µM; hits with a dose series show IC50 in µM; 0.3% of 340,000 active; in the data active = a potency from the dose series; inconclusive = inhibition above about 29% without an active follow-up result
# K1F lysis inhibition: inhibition of K1F phage lysis, E. coli UTI89, bacterial capsule biogenesis inhibitors, alamar blue (AID 488966) | 0.02% of 340,000 active | E. coli UTI89 K1F phage lysis, alamar blue, 2 h; higher % means a stronger effect | one-dose inhibition, % at 100 µM; IC50 in µM for titrated hits;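 active = phage lysis inhibition, versus mean bacterial control, above a set limit; inconclusive = no clear call, values can overlap the other calls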;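 also: capsule biogenesis inhibitors block K1F phage lysis so surviving cells raise fluorescence; higher fluorescence means more inhibition of phage lysis; actives were called in the ten point dose series up to 300 µM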
# RSV antiviral HEp-2: inhibition of RSV-induced cytopathic effect – HEp-2 cells, primary 10 µM value included (AID 2391); CPE inhibition, % at 10 µM; hits with a dose series show IC50 in µM; HEp-2 cells, RSV-induced CPE inhibition; higher % means a stronger effect; 0.13% of 310,000 active; in the data active = a potency from the dose series; inconclusive = CPE inhibition mostly from about 23% at the one dose, without a potency; inactive = the rest, 99 in 100 with CPE inhibition below about 21%; also: strong numbers were not always called active
# Large T inhibition: SV40 large T antigen inhibitors, biochemical (AID 1903); one-dose inhibition, % at 20 µM; IC50 in µM for titrated hits; SV40 large T antigen ATPase/helicase inhibition assay; higher % means a stronger effect; 0.39% of 310,000 active; in the data active = a potency from the dose series; inconclusive = inhibition mostly from about 32% at the one dose, without a potency; inactive = the rest, 99 in 100 with inhibition below about 32%; also: strong numbers were not always called active
# XIAP antagonists: small molecules displacing peptide from XIAP – biochemical, IAP family, fluorescence polarization (AID 1018); XIAP BIR domain, fluorescence polarization peptide displacement; higher % means a stronger effect; one-dose displacement, % at 20 µM; IC50 in µM for titrated hits; 0.007% of 200,000 active; in the data active = displacement above about 50%; also: a part of the inactive calls stands beside numbers as strong as those of hits
# Yfh1-off respiration: enhancers of respiration in Yfh1-depleted yeast, dose response, Friedreich's ataxia, plus single-dose screen (AID 1465); fold induction at 50 µM, or EC50 in µM where a hit was titrated; 0.074% of 220,000 active; S. cerevisiae Yfh1-off respiration, WST-1 reduction, 72 h; higher fold induction means a stronger effect;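 active = fold induction of absorbance versus untreated yeast above a set limit, then at least 30% activation at any dose in follow-up; inconclusive = repeats straddling the limit, or above it without dose testing; inactive = fold induction below the set limit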;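 also: activators that raise dye reduction in frataxin-depleted yeast; strong numbers were not always called active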
# WT yeast gro inh: growth inhibition of WT yeast, mitochondrial fusion screen. mitochondrial fusion phenotypic screen, WT strain. inhibition, % at 10 µM. 2.1% of 190,000 active. AID 1362; in the data active = inhibition above about 58%; tested in S. cerevisiae
# WT yeast gro inh mutant strain: second read-out of WT yeast gro inh, no call of its own (marks repeat the call); inhibition, %; mitochondrial fusion phenotypic screen, mutant strain inhibition
# * hit, by the source's call; i = inactive; ? = inconclusive; nt = not tested or not shown; [ ] = remark or other dose.
SMILES,West Nile virus CPE,CSM14.1 death rescue,Dengue-2 NS5 capping,K1F lysis inhibition,RSV antiviral HEp-2,Large T inhibition,XIAP antagonists,Yfh1-off respiration,WT yeast gro inh,WT yeast gro inh mutant strain
Cc1cc(=O)oc2cc(OCC(=O)OCc3nnc(-c4ccccc4)o3)ccc12,-0.2%,-0.8%,-2%,0.2%,0.3%,9%,-7.7%,i,4,-10
O=C(CN1CCOCCOCCOCC1)Nc1ccccc1,0.6%,-0.1%,4%,4.1%,1.5%,9%,-2.9%,i,-5,3
CCCCCCC(=O)c1c(C)[nH]c(C(=O)OCC)c1C,-0.3%,nt,-5%,0.5%,1.0%,7%,0.1%,i,23,22
CCCCN1C(=O)C(=O)N(CC(=O)Nc2sc(CC)cc2C(=O)OCC)C1=O,nt,nt,1%,0.4%[50 µM],0.7%,12%,nt,nt,nt,nt
COc1ccc(/C(=N\O)c2ncc(C(F)(F)F)cc2Cl)cc1,0.0%,-0.8%,-19%,-1.2%,-0.2%,4%,2.2%,i,23,23
COc1ccc(-c2noc(CCC(=O)NC3CCN(Cc4ccccc4)CC3)n2)cc1,-1.1%,0.2%,-5%,4.3%,5.8%,5%,-3.1%,i,-7,-4
Nc1nc2cc(S(=O)(=O)NC3=NCCCCC3)ccc2s1,?,nt,-17%,-0.2%[50 µM],0.9%,37%,nt,i,nt,nt
CCn1cnc2cc(NCc3cccc(OC)c3O)ccc21,0.2%,0.6%,1%,3.7%,0.9%,13µM*,5.9%,i,10,-5
COc1ccccc1C(=O)NC(=S)Nc1ccc(N2CCCC2)cc1,-0.9%,0.1%,-3%,2.3%,7.6%,14%,-14%,i,28,22
CC(C)(C)C(=O)Nc1nc(C2CCCN2S(=O)(=O)c2ccc(Cl)cc2)cs1 (stereo not drawn),-0.6%,-1.1%,3%,1.3%,-0.8%,22%,-19%,i,-15,7
c1ccc(CNC2=NCCCC2)cc1,0.1%,1.7%,-7%,0.0%,0.1%,2%,-5.7%,i,-16,6
Cc1ccccc1C(=O)c1cccn1CC(=O)NCc1ccc2c(c1)OCO2,-0.4%,-2.1%,-11%,0.9%,1.4%,18%,-20%,i,-2,11
Cc1ccccc1NC(=O)CSc1nc(Nc2ccccc2)nc(N2CCOCC2)n1,0.3%,-0.6%,-7%,0.3%,1.9%,6%,1.6%,i,2,5
COC(=O)c1ccc(C(=O)NC(=S)Nc2ccc3nc(SC)sc3c2)cc1,0.3%,-5.1%,4%,3.3%,4.4%,2%,-9.5%,i,-8,-20
O=C(COC(=O)c1ccc(Br)cc1)NCCc1ccccc1,-0.2%,4.6%,-3%,3.8%,0.9%,6%,-4.1%,i,4,-5
CCn1c(SCC(=O)Nc2cc(C)on2)nc2sc3c(c2c1=O)CCCC3,nt,0.2%,-3%,0.2%,1.8%,8%,-7.4%,nt,-10,0
Cc1cc(NO)nc(-c2ccc(Br)cc2)n1,-0.1%,-1.7%,5%,0.1%,-1.6%,24%,-3.7%,i,1,27
Cc1[nH]c(=O)[nH]c(=O)c1CSc1nnc([C@@H](NC(=O)OC(C)(C)C)C(C)C)o1,0.1%,0.3%,1%,0.5%,0.9%,9%,-1.4%,i,2,14
Cc1cc(C(C)(C)C)cc(S(=O)(=O)Nc2cccc(C(=O)O)c2)c1C,1.6%,0.4%,3%,1.3%,0.9%,19%,-2.6%,i,17,-5
Cc1noc(C)c1S(=O)(=O)Nc1ccc(C(=O)Nc2ccc(OC(F)(F)F)cc2)cc1,-0.1%,nt,-4%,0.2%,7.3%,4%,nt,nt,nt,nt

# Some of these compounds in order of count of non-hydrogen atoms, smallest number first:
SMILES,West Nile virus CPE,CSM14.1 death rescue,Dengue-2 NS5 capping,K1F lysis inhibition,RSV antiviral HEp-2,Large T inhibition,XIAP antagonists,Yfh1-off respiration,WT yeast gro inh,WT yeast gro inh mutant strain
O=C(COC(=O)c1ccc(Br)cc1)NCCc1ccccc1,-0.2%,4.6%,-3%,3.8%,0.9%,6%,-4.1%,i,4,-5
CCn1c(SCC(=O)Nc2cc(C)on2)nc2sc3c(c2c1=O)CCCC3,nt,0.2%,-3%,0.2%,1.8%,8%,-7.4%,nt,-10,0
Cc1ccccc1NC(=O)CSc1nc(Nc2ccccc2)nc(N2CCOCC2)n1,0.3%,-0.6%,-7%,0.3%,1.9%,6%,1.6%,i,2,5

# Following part:
SMILES,West Nile virus CPE,CSM14.1 death rescue,Dengue-2 NS5 capping,K1F lysis inhibition,RSV antiviral HEp-2,Large T inhibition,XIAP antagonists,Yfh1-off respiration,WT yeast gro inh,WT yeast gro inh mutant strain
O=C(CCN1C(=O)C2C3CCC(C3)C2C1=O)Nc1ccccc1C(F)(F)F (stereo not drawn),0.2%,-0.2%,-9%,0.1%,1.3%,1%,-12%,i,-8,-2
Cc1ccc(-c2cc(-c3ccccc3O)nc(N/N=C/c3cccnc3)n2)cc1,0.8%,-2.9%,-2%,5.0%,4.6%,17%,-1.9%,i,15,5
CCOC(=O)N1CCN(C(=O)CSc2nnc(-c3cc(OC)ccc3OC)o2)CC1,0.1%,-1.7%,-9%,0.2%,nt,0%,-5.6%,i,-15,3
O=C(c1ccco1)N1CCN(S(=O)(=O)c2cc(Cl)ccc2Cl)CC1,-1.2%,nt,-7%,0.3%,0.1%,-4%,nt,nt,nt,nt
O=c1oc(-c2cccs2)nc2c1cnn2-c1ccccc1,0.7%,-0.7%,-6%,1.1%,0.8%,12%,0.0%,i,-1,15
COc1ccccc1NC(=O)Nc1cccnc1,-0.9%,-1.5%,2%,1.6%,0.7%,nt,-8.5%,i,-9,1
C[n+]1cn(CC(O)COCc2ccccc2)c2ccccc21 (stereo not drawn),nt,-0.2%,-10%,1.5%,1.7%,8%,-4.3%,nt,12,0
Cc1cccc(/C=C/c2onc(C)c2S(=O)(=O)N2CCC(C(=O)N3CCCCCC3)CC2)c1,-1.5%,nt,2%,-0.1%,7.1%,4%,nt,nt,nt,nt
CCOC(=O)C1CCN(C(=O)N2CCOCC2)CC1,0.4%,0.3%,0%,4.1%,1.5%,-1%,0.9%,i,-7,-13
Cc1ccc(S(=O)(=O)N(Cc2n[nH]c(=S)n2-c2ccccc2)c2cccc(Cl)c2)cc1,-1.2%,-0.7%,-7%,0.7%,1.5%,12%,-4.5%,i,4,-17
CS(=O)(=O)c1ccc2nnn(OCC(=O)Nc3ccc(Br)cc3Br)c2c1,-0.8%,-0.7%,-7%,0.1%,-0.3%,7%,-2.4%,i,-24,-7
CCOc1ccc(NS(=O)(=O)c2ccc(C(=O)NCC3(N4CCCCC4)CCCCC3)cc2)cc1,1.2%,nt,-6%,1.8%,2.5%,15%,nt,nt,nt,nt
Cc1ccc(C2=NC(=O)/C(=C/c3cc(O)c(O)c(Br)c3)S2)cc1,-1.1%,-2.1%,-1%,-1.8%,nt,4.9µM*,1.7%,i,38,43
Cc1ccc(CN2C(=O)C3CCCN3c3ccc(S(=O)(=O)N4CCOCC4)cc32)cc1 (stereo not drawn),0.2%,1.2%,nt,nt,2.8%,20%,-7.6%,i,13,-6
Cn1c(=O)c2c(nc(CN3CCN(C(=O)c4ccco4)CC3)n2Cc2ccc(F)cc2)n(C)c1=O,0.2%,-2.3%,-6%,0.1%,-1.5%,2%,-20%,i,7,8
Cc1ccc(CN(Cc2ccco2)S(=O)(=O)c2ccc(S(=O)(=O)NCC3CCCO3)cc2)cc1 (stereo not drawn),-0.9%,-2.3%,-3%,2.3%,1.0%,4%,-1.3%,i,-3,17
Cc1ccccc1C(=O)N1CCN(S(=O)(=O)c2cccs2)CC1,-0.5%,nt,0%,0.2%,1.0%,15%,nt,nt,nt,nt
COc1cccc(OC)c1C(=O)Nc1ccc(S(=O)(=O)N2CCCCC2)cc1,0.8%,nt,2%,1.4%,5.5%,4%,nt,nt,nt,nt
C/C(=N\Nc1ccc2nncn2n1)c1ccc(Cl)s1,-0.6%,nt,nt,nt,6.6%,7%,nt,i,nt,nt
CC(C)c1ccc(CN2CCSCC2)cc1,-0.1%,nt,-11%,1.7%,2.2%,9%,nt,nt,nt,nt
CCOc1ccc(CCNC(=O)CCn2cccc2)cc1OCC,-0.3%,0.9%,0%,0.0%,3.6%,5%,-1.7%,i,2,-17
C=CCn1nnnc1SCC(=O)Nc1ccc(OC)cc1,0.2%,nt,-5%,1.9%[50 µM],2.5%,22%,nt,nt,nt,nt
COc1ccccc1CCC(=O)N1CCC(n2nccc2NC(=O)CC(C)C)CC1,-0.6%,nt,4%,0.1%,1.4%,8%,nt,nt,nt,nt
CC(C)CC(NC=C1C(=O)OC(C)(C)OC1=O)C(=O)O (stereo not drawn),1.1%,nt,-9%,0.5%,0.5%,4%,nt,i,3,-15
O=C(CN(CC1CCCO1)C(=O)CNS(=O)(=O)c1ccc(Cl)cc1)NCc1ccc(F)cc1 (stereo not drawn),-0.9%,nt,3%,1.1%,2.8%,3%,nt,nt,nt,nt
CS(=O)(=O)Nc1cccc(C(=O)OCCCOc2ccc(F)cc2)c1,-0.1%,nt,-5%,0.0%,10%,2%,nt,nt,nt,nt
O=C(Cc1coc2cc3c(cc12)CCC3)OCC(=O)N1CCCC1=O,nt,-0.8%,-8%,0.1%,3.2%,12%,-5.5%,i,-1,-11
Cc1csc(NC(=O)CSc2nnc(NC(=O)NC(C)(C)C)s2)n1,nt,nt,-5%,0.7%[50 µM],1.9%,2%,nt,nt,nt,nt
Cn1c(=O)c2c(nc(Oc3ccc4ccccc4c3)n2C)n(C)c1=O,-0.3%,1.6%,-2%,4.2%,4.1%,1%,-1.5%,i,19,2
COc1cccc(NC(=O)c2ccc(Cn3cc([N+](=O)[O-])cn3)o2)c1,-1.3%,1.3%,1%,2.0%,1.9%,10%,-1.8%,i,16,3
NC(=S)NN=C1c2cc(OCCN3CCOCC3)ccc2-c2ccc(OCCN3CCOCC3)cc21,-0.2%,nt,-4%,-0.1%,5.3%,13%,nt,nt,nt,nt
FC(F)(F)c1cccc(-c2nc(COc3ccc(Cl)cc3Cl)no2)c1,-0.2%,nt,-6%,-1.0%,3.5%,7%,nt,i,nt,nt
Cc1cc(C)c(C(=O)CC(=O)c2ccccc2Cl)c(O)c1,-1.4%,nt,-3%,0.2%,13%,1%,nt,nt,nt,nt
CCOC(=O)c1c(CN2CCN(C)CC2)n(C)c2cc(Br)c(OC)cc12,13%,-1.4%,-6%,-2.0%,nt,7%,0.4%,i,1,9
O=C(O)CCc1nn2c3ccccc3n(CC(=O)c3cccs3)c2nc1=O,0.6%,-0.3%,1%,0.3%,-1.1%,14%,-0.6%,i,5,5
CCN(CC)CCNC(=O)C(C)c1nn(C)c(=O)c2ccccc12 (stereo not drawn),0.0%,-0.6%,-1%,6.0%,1.1%,6%,-3.5%,i,-15,-6
COc1ccc(CC(=O)Nc2cccc(C(=O)Nc3cccc(C)c3)c2)cc1,-0.9%,-1.0%,nt,nt,-0.1%,0%,-5.7%,i,4,-6
